Assay outcomes from PubChem.
Shn3 3UTR inh: reduction of Shn3 3'UTR firefly luciferase signal, primary screen, Schnurri-3 inhibitor project, cell-based, Clone20 osteoblasts, set 2; 360,000 compounds, 0.52% hits; Clone20 osteoblast Shn3 3'UTR firefly luciferase, 24 h; inhibition, % at 12.5 µM; AID 588674, 2011;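 active = mean inhibition of at least 75% with every replicate also reaching 75%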;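 also: 0% = median of neutral control wells and 100% = pilot-screen positive control compound; some compounds past the cut are filed as inactive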
NR2E3 ag-1: NR2E3 agonists in two-hybrid cells, primary screen, cell-based, luminescence, CHO-S, Gal4-NCOR/VP16-NR2E3; AID 602229, 2012; inhibition of corepressor binding, % at 3.98 µM; luciferase; 360,000 compounds, 0.35% hits; Photoreceptor-specific nuclear receptor (Homo sapiens), Q9Y5X4;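 active = inhibition above the mean of all tested compounds plus 3 SD, cut at about 70% in these data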;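 also: 0% = DMSO with NR2E3 transfected cells and 100% = cells lacking NR2E3 construct; higher means lower luciferase signal from less NR2E3 corepressor binding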
Target sequence (Q9Y5X4 whole entry, looked up, the tested form may be a part): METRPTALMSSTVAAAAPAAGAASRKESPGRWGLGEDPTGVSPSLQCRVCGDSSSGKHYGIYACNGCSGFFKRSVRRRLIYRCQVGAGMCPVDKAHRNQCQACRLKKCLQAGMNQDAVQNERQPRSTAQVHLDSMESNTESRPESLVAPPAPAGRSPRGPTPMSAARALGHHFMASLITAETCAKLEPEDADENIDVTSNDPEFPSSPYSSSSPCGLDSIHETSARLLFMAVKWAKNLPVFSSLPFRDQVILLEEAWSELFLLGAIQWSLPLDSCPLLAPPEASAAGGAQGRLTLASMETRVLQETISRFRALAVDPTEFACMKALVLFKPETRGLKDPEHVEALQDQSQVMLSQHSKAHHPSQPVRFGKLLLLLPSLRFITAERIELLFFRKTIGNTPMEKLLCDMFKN
Vif imaging: HIV Vif self-association inhibitors, primary screen, imaging, HEK293T, single point; HEK293T cells, Vif self-association by quenched fluorescence, 24 h; inhibition, % at 7.49 µM; 340,000 compounds, 0.35% hits; AID 602346, 2012; in the data active = inhibition above about 50%, passing the limit was not always enough; also: some results filed as inactive read as strong as hits
Peg3 prom inh: Peg3 promoter-driven luciferase inhibitors, primary screen, cell-based, HeLa, luciferase luminescence. AID 588405, 2011. 360,000 compounds, 1.7% hits. HeLa PEG-Prom luciferase reporter, overnight. inhibition, % at 20 µM;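 active = inhibition of at least 50% at 20 µM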
NR2E3 ag-2: inhibitors of NR2E3-RetCOR corepressor binding, primary screen, NR2E3 agonist project, biochemical, TR-FRET, GST-NR2E3, biotin-RetCOR. Photoreceptor-specific nuclear receptor (Homo sapiens), Q9Y5X4. 1536-well. inhibition of corepressor binding, % at 4.78 µM. 320,000 compounds, 0.12% hits. AID 2300, 2010;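 active = percent inhibition above the cutoff of mean plus 3 SD of all tested compounds, set per screening campaign, cut at about 20% in these data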;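 also: 0% = DMSO wells and 100% = biotin wells as full block of FRET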
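Material: NR2E3–RetCOR corepressor complex | Quantity: 1.35 nM GST-tagged NR2E3 final | Schedule: 5 h at 4 °C | Replication: Singlicate compound wells | Reagent: RetCOR corepressor, biotinylated, 7 nM | Controls: Biotin wells as high control, 0.6% DMSO wells as low control | Signal: TR-FRET, Eu(K)-anti-GST donor, streptavidin-D2 acceptor, ex 340, em 617/671 nm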
PDI inh: inhibitors of human PDI, primary screen, biochemical, turbidity, single point, plate reader | Protein disulfide-isomerase (Homo sapiens), P07237 | PDI insulin aggregation turbidity, A650, 90 min | inhibition, % at 10 µM | 350,000 compounds, 0.052% hits | AID 588391, 2011;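 active = mean inhibition across replicates of 30% or more, whatever share of single replicates reach that level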;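 also: absorbance from insulin aggregation driven by PDI reduction with DTT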
Target sequence (P07237 whole entry, looked up): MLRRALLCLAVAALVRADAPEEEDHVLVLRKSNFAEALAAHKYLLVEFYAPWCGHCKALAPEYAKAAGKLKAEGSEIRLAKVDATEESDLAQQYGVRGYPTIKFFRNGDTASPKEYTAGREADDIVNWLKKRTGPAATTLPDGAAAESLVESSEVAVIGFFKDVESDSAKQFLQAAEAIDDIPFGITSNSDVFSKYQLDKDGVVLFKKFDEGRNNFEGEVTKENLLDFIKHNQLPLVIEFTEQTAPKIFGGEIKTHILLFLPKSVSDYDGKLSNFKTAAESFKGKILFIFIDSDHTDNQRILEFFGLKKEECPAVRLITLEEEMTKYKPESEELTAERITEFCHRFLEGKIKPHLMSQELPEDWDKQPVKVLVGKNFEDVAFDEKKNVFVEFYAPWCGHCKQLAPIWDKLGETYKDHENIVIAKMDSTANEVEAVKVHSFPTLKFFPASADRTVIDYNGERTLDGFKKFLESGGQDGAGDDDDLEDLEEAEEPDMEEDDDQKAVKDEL
TRPM1 prom inh: inhibitors of MITF-dependent TRPM1 promoter reporter, primary screen, cell-based, SK-MEL-5, single point, luciferase; inhibition, % at 12.5 µM; 330,000 compounds, 0.83% hits; SK-MEL-5 TRPM1 promoter luciferase, 24 h;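 active = mean inhibition across replicates of 60% or more, whatever share of single replicates reaches that level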; also: values of inactives mirror those of a sister screen read the other way
KKLEB tox: cytotoxicity in KKLEB CF airway cells, primary screen, cytotoxicity control for CF NF-kB inhibitor project, cell-based, uHTS, fluorescence assay plates | 360,000 compounds, 0.36% hits | activity change (cytotoxicity), % at 5 µM | KKLEB CF airway cells viability, ATPlite luminescence, overnight; hits give low values; cells stimulated with P. aeruginosa culture filtrate;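 active = corrected activity change at or below -50% at 5 µM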
HIF-2a block: HIF-2a reporter inhibitors, primary screen, luminescence, 786-0 RCC cells. 786-0 RCC cells HIF-2a reporter, luciferase luminescence, overnight. AID 624352, 2012. 360,000 compounds, 0.72% hits. inhibition, % at 18.8 µM;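 active = inhibition of the luminescence signal of 40% or more relative to plate controls, in a single-dose primary screen at 18.75 µM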
CaV13 FRET inh: Primary screen for inhibitors of IQ motif and Ca2+-dependent inactivation inhibitor domain binding in CACNA1D, Förster resonance energy transfer in living cells, …; HEK cells, CFP/YFP FRET ICDI-IQ, plate reader, 10 min; percent FRET-ratio fall versus neutral wells; inhibition, % at 12.3 µM; 340,000 compounds, 0.098% hits; AID 743397;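 active = mean replicate inhibition of at least 30% and at least 1% of replicates passing that level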;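 also: 0% = median of the neutral control wells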
CF NFkB inh: inhibitors of PAF-induced NF-kB signaling, primary screen, cell-based, GFP fluorescence, uHTS; KKLEB NF-kB-GFP reporter, GFP fluorescence overnight; inhibition, % at 5 µM; 360,000 compounds, 0.86% hits;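 active = at least 50% inhibition at 5 µM, scaled per plate between neutral and stimulator controls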;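 also: PAF is a Pseudomonas aeruginosa culture filtrate used as stimulus; plate controls were PAF-stimulated DMSO wells for no effect and unstimulated DMSO wells for full effect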
Starred values were filed as active, the others as inactive; nt = not tested or not shown. Compounds as they come (roughly 3.3% active in at least one column).

SMILES	Shn3 3UTR inh	NR2E3 ag-1	Vif imaging	Peg3 prom inh	NR2E3 ag-2	PDI inh	TRPM1 prom inh	KKLEB tox	HIF-2a block	CaV13 FRET inh	CF NFkB inh
O=C(NCc1ccco1)c1ccc(Cn2c(=O)c3ccccc3n(Cc3cccc(F)c3)c2=O)cc1	66.7	-0.9	9.9	22.3	7.7	0.8	4.6	-36.3	6.6	-4.4	5.4
Cn1nc(C(F)(F)F)cc1C(=O)Nc1ccc(Cl)cc1	3.6	-8.6	2.8	-8.1	4.9	4.0	-2.1	-7.6	-3.9	-1.2	-5.9
C=CCn1c(O)c(C(CC)=NCCN2CCOCC2)c(=O)[nH]c1=O	-12.6	12.7	-1.8	5.2	-1.2	0.7	5.6	8.3	10.5	-3.7	-3.1
CCCCn1nc2cc(C(=O)NCC34CC5CC(CC(C5)C3)C4)ccc2c1OC	2.2	-0.9	-5.5	-2.7	2.8	0.7	14.1	0.8	10.9	-5.6	1.8
Cc1ccc(S(=O)(=O)N(C)C)cc1NC(=O)COC(=O)c1c(-c2ccccc2)noc1C	18.7	-37.2	-9.4	22.4	1.2	-6.5	5.7	14.8	12.2	-4.3	-5.2
CCC(=O)c1c[nH]c(C(=O)NCc2cccnc2)c1	3.0	-28.0	-3.1	10.4	1.2	1.1	-3.4	2.2	8.6	5.7	-17.9
O=C(O)CC1Sc2ccccc2NC1=O (stereo unspecified)	-3.0	-30.5	5.7	5.8	2.6	3.0	-0.2	4.4	-5.2	0.1	3.6
CC(=O)Nc1ccc(S(=O)(=O)NC(CC(=O)O)c2ccc(C)cc2)cc1 (stereo unspecified)	-0.6	11.8	3.9	5.9	3.3	0.7	11.0	-12.6	12.9	-6.1	12.1
CCOC(=O)Cc1csc(NC(=O)c2cc3ccccc3o2)n1	-25.3	-11.0	-2.9	-122.3	3.1	3.0	-36.0	1.6	-28.8	-7.5	-3.0
CC(C)(CO)CNC(=O)CCc1nnc(CCCc2ccccc2)o1	-7.2	-18.7	-1.6	-34.0	0.9	1.7	-21.9	-0.5	-72.2	-16.8	6.4
COC(=O)C(C)n1cnc2c(nnn2-c2cccc(Cl)c2)c1=O (stereo unspecified)	-5.5	-24.6	0.8	-10.6	3.4	nt	3.7	5.0	-39.8	9.2	20.3
Cc1cc(C)c2c(CC(=O)NC3CCS(=O)(=O)C3)coc2c1 (stereo unspecified)	3.0	16.6	1.6	-1.7	0.2	-7.5	-4.9	8.3	7.7	-14.9	-4.1
Fc1ccc(NC(=S)N/N=C/c2cccc(Br)c2)c(F)c1	8.2	-7.2	-1.7	-23.0	-1.1	-3.2	-10.0	-7.2	-57.6	-3.7	11.8
CC(C)N(C(=O)Cn1c(SCC(=O)Nc2nccs2)nc2ccccc21)C(C)C	-2.2	-4.5	7.8	4.4	-1.0	-0.3	-1.4	-0.3	5.5	nt	-23.9
Cc1ccc(CC2S/C(=N/N=C/c3ccco3)NC2=O)cc1 (stereo unspecified)	-20.8	-28.0	2.4	4.3	4.0	-0.9	-1.1	2.5	9.6	-2.3	-21.9
Cc1cc(Br)c(NC(=O)COC(=O)C2CC2C)c(Br)c1 (stereo unspecified)	3.0	-17.0	-3.2	0.9	-4.8	-1.8	0.4	-1.7	-2.5	-3.9	-17.8
Cc1ccc(CNC(=S)Nc2cc(C(=O)O)ccc2C)cc1	-3.7	-16.9	-2.1	-7.6	1.3	4.4	-0.2	-2.1	5.3	-0.2	8.3
CCn1c(O)c(N=Nc2ccc(Cl)c(C(=O)O)c2)c2ccccc21	-15.5	32.6	-2.0	-20.5	-1.2	-4.4	-16.0	1.4	-36.7	-6.6	2.1
COc1cccc(C(=O)Oc2ccc(/C=N/Nc3ccc(C(=O)O)cc3)cc2OC)c1	-25.8	-84.3	1.1	-78.0	5.2	0.2	13.3	-11.5	-32.5	-1.7	-2.1
CC(C)CC(=O)NC(=S)NNC(=O)c1ccc([N+](=O)[O-])cc1	2.8	-37.0	3.6	7.7	0.8	6.3	5.5	6.3	8.4	-4.1	8.7
CSc1nnc(C)c(=O)n1COC(=O)c1ccc(S(=O)(=O)N2CCCC2)cc1	-7.7	-16.8	nt	12.0	4.1	-2.7	-4.0	0.2	18.7	-5.0	-12.0
CC1(C)CC(=O)C(C(c2ccc3c(c2)OCO3)C2C(=O)CC(C)(C)CC2=O)C(=O)C1	5.4	18.4	-3.0	-2.8	nt	nt	nt	-2.1	4.6	-9.9	-1.6
c1ccc(-c2ccc(CN3CCN(c4ncccn4)CC3)cc2)cc1	-11.8	-0.5	-7.0	-16.2	-1.7	-2.1	1.0	1.3	-33.2	-3.7	-9.8
COc1ccc(-c2csc(NC3CCCCC3)n2)c(OC)c1	-2.4	-27.6	11.1	-91.2	1.8	-4.1	-54.4	-0.5	-70.5	-3.6	-3.4
CC[C@@H](C)[C@@H]1CN([C@@H](CN2CCC[C@H]2CN2C(N)=NC[C@@H]2Cc2ccccc2)C(C)C)C(=N)N1CCCC1CCCC1	8.1	-12.9	4.7	-7.4	nt	-7.7	-7.8	-1.2	9.8	nt	-17.7
CC1=NN(C(N)=S)C(=O)C1N=Nc1ccccc1C(=O)O (stereo unspecified)	4.9	-26.1	0.9	34.3	-2.3	1.3	-3.3	4.7	17.6	-2.3	3.1
CCN(CC)CCCNC(=O)C(C)n1c2ccccc2c2nc(=O)cc(C)n21 (stereo unspecified)	4.2	5.5	3.7	-5.4	-2.5	2.1	4.0	-6.4	10.7	11.9	6.7
CC(C)CNC(=O)COC(=O)/C=C/c1ccco1	-11.2	-15.9	-3.5	-1.8	-1.0	20.8	-3.4	-2.7	0.5	-4.9	9.9
C/C(=N/NS(=O)(=O)c1ccc(C)cc1)c1ccc2c(c1)OCO2	5.3	-7.7	-2.5	10.9	nt	-2.4	-4.3	3.8	10.3	-5.5	-12.8
O=C(NCC1CCCO1)c1ccc2c(c1)N(Cc1ccc(F)cc1)CCS2 (stereo unspecified)	3.0	-16.5	1.0	17.6	3.6	4.5	7.6	2.1	-3.0	-2.6	6.6

Next part; the last 5 above are carried over.
SMILES	Shn3 3UTR inh	NR2E3 ag-1	Vif imaging	Peg3 prom inh	NR2E3 ag-2	PDI inh	TRPM1 prom inh	KKLEB tox	HIF-2a block	CaV13 FRET inh	CF NFkB inh
CC1=NN(C(N)=S)C(=O)C1N=Nc1ccccc1C(=O)O (stereo unspecified)	4.9	-26.1	0.9	34.3	-2.3	1.3	-3.3	4.7	17.6	-2.3	3.1
CCN(CC)CCCNC(=O)C(C)n1c2ccccc2c2nc(=O)cc(C)n21 (stereo unspecified)	4.2	5.5	3.7	-5.4	-2.5	2.1	4.0	-6.4	10.7	11.9	6.7
CC(C)CNC(=O)COC(=O)/C=C/c1ccco1	-11.2	-15.9	-3.5	-1.8	-1.0	20.8	-3.4	-2.7	0.5	-4.9	9.9
C/C(=N/NS(=O)(=O)c1ccc(C)cc1)c1ccc2c(c1)OCO2	5.3	-7.7	-2.5	10.9	nt	-2.4	-4.3	3.8	10.3	-5.5	-12.8
O=C(NCC1CCCO1)c1ccc2c(c1)N(Cc1ccc(F)cc1)CCS2 (stereo unspecified)	3.0	-16.5	1.0	17.6	3.6	4.5	7.6	2.1	-3.0	-2.6	6.6
O=C(NCCN1C(=O)C2C3C=CC(C3)C2C1=O)Nc1ccccc1 (stereo unspecified)	-4.9	-15.6	9.2	-13.4	3.2	nt	-5.4	16.2	-31.3	-10.3	15.3
CCCSc1nc2ccccc2n1CC(=O)O	-3.1	-23.9	1.4	7.7	-1.9	-2.1	-6.3	5.5	4.0	-2.4	-1.4
CN1CCN(S(=O)(=O)c2cccc(C(=O)Nc3sccc3C(N)=O)c2)CC1	23.8	-22.5	19.9	9.9	-1.2	7.1	8.0	-23.1	-3.3	-5.3	-4.4
O=C1c2ccccc2C(=O)N1CC1c2ccccc2CCN1C(=O)N1CCOCC1 (stereo unspecified)	-0.7	-6.2	0.2	7.0	0.6	-6.9	-4.9	4.4	13.8	nt	-4.3
CC1CCCCN1CC(=O)NC(c1ccccc1)c1ccccc1 (stereo unspecified)	-11.3	7.7	-2.8	-7.5	2.9	6.1	-2.3	11.4	2.5	-6.5	-3.2
Cc1ccc(C(=O)NNC(=O)C(C)Sc2nc(N)cc(N)n2)cc1 (stereo unspecified)	-4.6	-2.4	1.5	6.4	1.6	0.3	4.0	12.0	5.6	-5.5	-4.1
CC(=O)OC(C(=O)N1CCOCC1)c1c(F)cccc1F (stereo unspecified)	4.6	8.0	nt	-8.8	1.6	2.5	6.3	5.3	21.3	-4.5	4.2
C[C@@H]1CN([C@H](C)CO)C(=O)CCCn2nncc2CO[C@@H]1CN(C)C(=O)NC1CCCCC1	-6.7	1.2	3.5	-21.8	nt	6.6	nt	-3.3	0.7	nt	8.6
COc1ccc(-c2nc3cc(C)c(Br)c(C)n3c2Cc2ccccc2)cc1OC	10.1	9.2	nt	-20.4	nt	nt	nt	-1.0	-28.7	-10.4	-8.1
CCCc1cc(=O)[nH]c(SCC(=O)N(CC)c2c(N)n(Cc3ccccc3)c(=O)[nH]c2=O)n1	-9.6	-4.1	-5.3	3.3	-2.6	-3.9	2.4	8.0	0.8	-5.9	-0.1
O=C(CCc1ccccc1)Nc1nc2nc(-c3ccccc3)cc(=O)n2[nH]1	3.7	-7.3	5.5	-9.3	1.7	-6.5	-0.3	12.0	2.5	-4.5	2.0
CCNS(=O)(=O)c1ccc2nc(NC(=O)/C=C/c3cc(OC)c(OC)c(OC)c3)sc2c1	5.0	-14.2	-2.6	10.4	0.4	12.8	4.1	7.3	16.4	-2.6	1.7
Nn1c(C2CCCCC2)nc2ccccc2c1=O	21.5	-1.3	0.7	7.1	1.1	-3.0	-10.9	3.1	13.9	-14.2	2.5
COc1ccccc1N1CCN(C(=O)c2sc3nc(-c4ccccc4)cn3c2C)CC1	0.0	-1.6	-12.5	-0.1	-0.5	4.2	7.8	-5.5	4.0	nt	0.0
